Assay outcomes deposited in PubChem by several laboratories.
PfM18AAP inh = PfM18AAP enzyme inhibition; recombinant PfM18AAP, H-Glu-NHMec fluorogenic cleavage; inhibition, % at 7.35 µM; hit rate 1.2% among 290,000;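 active = inhibition above the campaign mean inhibition over all tested compounds plus 3 SD, cut at about 28% in these data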;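 also: 0% = plate median of test compound wells and 100% = 2 mM ZnCl2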
IDE cell inh = cellular human IDE inhibition. P14735. HEK cells, FAbetaB cleavage, fluorescence polarization. inhibition, % at 5.59 µM. hit rate 0.41% among 320,000;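 active = percent inhibition above the average of all tested compounds plus 3 SD, set per screening campaign, cut at about 16% in these data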;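 also: IDE supplied by intact live HEK cells; FP after avidin binding of uncleaved biotin substrate so inhibition keeps polarization high; 0% = DMSO wells and 100% = 60 µM reference IDE inhibitor Ii1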
MEKK3 PB1 HTS = MEKK3-MEK5 PB1 interaction, increase or decrease | hit rate 1.4% among 290,000 | bead-based flow cytometry, Alexa488-MEK5 binding to MEKK3; actives lie on both sides; 0 = blocked by unlabeled MEK5, 100 = vehicle | AID 1529 | Q99759 | binding response (% of control), % at 10 µM;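 active = binding response more than 3 SD above or below the average of its plate-row segment, actives on both sides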;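 also: Alexa488 bead fluorescence after subtracting the streptavidin-only scavenger bead signal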
MEKK2 mut-MEK5 = signal of MEK5 binding to mutant human MEKK2 PB1 domain; bead flow cytometry, Alexa488-MEK5 binding to MEKK2 mutant; AID 1530; hit rate 0.35% among 290,000; percent response, % at 10 µM; in the data active = percent response above about 24%, passing the limit was not always enough; also: inactives centre near 1; some results filed as inactive read as strong as hits; reference of the scale not given here
SUMO HTRF inh = inhibitors of human SUMOylation (UBC9); HTRF SUMOylation assay, SAE1/SAE2 + UBC9, in vitro; inhibition, % at 35 µM; hit rate 0.36% among 290,000; in the data active = inhibition above about 50%, passing the limit was not always enough; also: strong numbers were not always called active
IDE cell activ = activators of human insulin-degrading enzyme in cells | P14735 | activation, % at 5.96 µM | HEK cells, FAbeta-B cleavage, fluorescence polarization; 0% vehicle, 100% cell-free pure enzyme wells | AID 493087 | hit rate 0.073% among 340,000;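 active = activation above the mean of all tested compounds plus 3 SD, set per screening campaign, cut at about 17% in these data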
MEKK2 WT-MEK5 = raises or lowers MEK5 binding to wildtype human MEKK2 PB1 domain | binding response (% of control), % at 10 µM | Q9Y2U5 | bead flow cytometry, Alexa488-MEK5 binding to MEKK2 WT; actives lie on both sides | hit rate 1.1% among 290,000 | AID 1531; in the data active = binding response below about 67% or above about 130%
NALP1 yeast inh = NALP1 inhibition. S. cerevisiae NALP1/ASC/caspase-1 growth, X-gal OD620, 72 h. inhibition, % at 10 µM. hit rate 0.61% among 280,000; in the data active = inhibition mostly above about 24%, no sharp cut-off; inactive = mostly below about 32%; also: some compounds called inactive have numbers as strong as hits
p-CIP stab down = p/CIP protein destabilization; F442A p/CIP-EGFP cells, EGFP fluorescence, 16 h; decrease of EGFP signal, % at 10 µM; hit rate 0.01% among 290,000;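 active = EGFP signal decrease of at least 30% at 10 µM or well 3 SD below plate mean, unless failing retest; inactive = the rest, including hits failing retest or dose response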; also: some compounds called inactive have numbers as strong as hits; many of its hits are not listed in these tables
Target sequence (Q05BA5 1-1403): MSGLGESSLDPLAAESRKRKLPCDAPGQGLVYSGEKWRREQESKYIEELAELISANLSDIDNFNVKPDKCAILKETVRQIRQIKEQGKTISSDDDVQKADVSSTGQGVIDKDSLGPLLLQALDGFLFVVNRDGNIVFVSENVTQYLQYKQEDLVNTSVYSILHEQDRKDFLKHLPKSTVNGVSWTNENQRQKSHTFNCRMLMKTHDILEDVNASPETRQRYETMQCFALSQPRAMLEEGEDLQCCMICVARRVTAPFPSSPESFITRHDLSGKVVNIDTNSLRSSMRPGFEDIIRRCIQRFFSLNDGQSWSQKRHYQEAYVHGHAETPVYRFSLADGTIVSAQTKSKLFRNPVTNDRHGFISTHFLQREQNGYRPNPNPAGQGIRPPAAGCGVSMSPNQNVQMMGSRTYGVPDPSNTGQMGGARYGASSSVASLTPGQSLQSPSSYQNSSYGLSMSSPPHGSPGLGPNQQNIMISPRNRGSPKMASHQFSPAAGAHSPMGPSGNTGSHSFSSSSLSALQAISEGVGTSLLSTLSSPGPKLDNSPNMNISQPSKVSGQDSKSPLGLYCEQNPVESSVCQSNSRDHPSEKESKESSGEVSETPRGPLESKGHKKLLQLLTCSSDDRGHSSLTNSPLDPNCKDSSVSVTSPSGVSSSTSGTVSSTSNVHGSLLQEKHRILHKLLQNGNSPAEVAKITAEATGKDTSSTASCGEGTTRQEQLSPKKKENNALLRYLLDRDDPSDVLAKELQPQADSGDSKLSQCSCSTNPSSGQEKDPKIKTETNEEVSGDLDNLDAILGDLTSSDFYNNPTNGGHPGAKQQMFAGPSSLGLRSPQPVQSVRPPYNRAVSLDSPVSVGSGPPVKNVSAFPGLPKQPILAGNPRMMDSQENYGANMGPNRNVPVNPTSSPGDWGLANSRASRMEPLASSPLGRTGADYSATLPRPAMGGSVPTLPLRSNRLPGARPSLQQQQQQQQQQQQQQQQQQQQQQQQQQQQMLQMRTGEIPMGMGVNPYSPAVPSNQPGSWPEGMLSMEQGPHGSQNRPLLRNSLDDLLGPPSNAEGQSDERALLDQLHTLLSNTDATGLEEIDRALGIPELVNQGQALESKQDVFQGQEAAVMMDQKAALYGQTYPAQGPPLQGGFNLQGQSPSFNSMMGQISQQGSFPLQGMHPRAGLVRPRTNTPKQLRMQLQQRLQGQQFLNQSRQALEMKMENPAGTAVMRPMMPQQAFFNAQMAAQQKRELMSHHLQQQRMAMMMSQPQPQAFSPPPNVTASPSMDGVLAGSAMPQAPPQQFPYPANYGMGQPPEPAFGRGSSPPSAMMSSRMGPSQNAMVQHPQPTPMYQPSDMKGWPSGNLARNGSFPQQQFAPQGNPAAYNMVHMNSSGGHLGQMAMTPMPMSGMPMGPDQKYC
* = called active by the depositor; x = no result given; [ ] = dose if it differs, or a comment. The list is partial (hit frequency here may not be typical).

SMILES	PfM18AAP inh	IDE cell inh	MEKK3 PB1 HTS	MEKK2 mut-MEK5	SUMO HTRF inh	IDE cell activ	MEKK2 WT-MEK5	NALP1 yeast inh	p-CIP stab down
BrC(=C\c1ccccc1)/C=N/Nc1nc2ccccc2[nH]1	16	8	106	3	7	-5	106	10	0
CCCNC(=O)CN(C)S(=O)(=O)c1ccc(F)cc1	0	3	102	1	5	1	104	22	-1
CCc1ccc(-n2c(SCC(=O)Nc3cc(C)[nH]n3)nc3[nH]ncc3c2=O)cc1	3	5	101	1	5	-5	102	16	-1
NC(=O)COC(=O)c1cccc2c1-c1ccccc1C2=O	0	5	108	9	10	1	112	15	-13
CCCC(c1nnnn1CCC(C)C)N1CCC(C(N)=O)CC1 (stereo not given)	7	3	104	8	14	3	109	-5	0
CN(C(=O)COC(=O)c1cc2c(s1)CCCCC2)C1CCS(=O)(=O)C1 (stereo not given)	-4	5	100	7	6	3	108	20	-8
O=C(O)c1ccc(S(=O)(=O)N2CCc3ccccc3C2)cc1	-11	0	99	4	6	7	105	15	-8
O=C(CSc1n[nH]c(-c2cccs2)n1)N1CCCc2ccccc21	6	1	106	4	-11	1	108	4	-2
Cc1ccnc(NC(=O)COC(=O)C23CC4CC(CC(C4)C2)C3)n1	-7	2	97	-3	12	-1	97	-4	-8
CC(C)(C)c1cccc(P(=O)(c2ccccc2)c2ccccc2)c1O	3	2	92	-5	5	-3	89	-15	-4
CCN(CC1CCCO1)C(=O)CCc1nnc(Cc2ccc3c(c2)OCO3)o1 (stereo not given)	0	-1	96	-8	-3	3	93	-3	-5
Cc1ccccc1CSc1nnc(C)c(=O)[nH]1	4	-2	107	7	4	-1	110	26	-5
N#Cc1cc2c(nc1SCc1ccccc1)CCC2	0	3	115	2	6	3	106	11	2
Cc1cc(C)n(CC(=O)O)n1	7	0	80	1	10	4	91	-7	2
CN1CCN(C(=O)c2ccc(CS(=O)(=O)c3c(Cl)cccc3Cl)o2)CC1	2	1	113	5	2	4	113	-12	-9
CCOc1cc(C2NC(=O)N(C)C(C)=C2C(=O)OC)cc(Br)c1O (stereo not given)	0	1	107	1	10	-4	104	12	-18
CC(C)CNC(=S)NNC(=O)c1ccc(OC(F)F)cc1	4	1	104	5	0	3	109	-27	0
CCOC(=O)c1cn(Cc2ccccc2)c(C(=O)OC(C)(C)C)c1O	x	8	103	6	x	7	108	x	x
CCCC(=O)c1ccc(-c2ccccc2)cc1	-4	-9	103	3	11	5	104	48	-1
Cc1cc(C)n(/N=C\c2c(O)ccc3ccccc23)c(=O)c1C(N)=O	6	5	105	5	3	8	108	22	3
COc1ccc(NC(=O)C2CCCN2c2nn3c(=O)cc(C)nc3s2)cc1 (stereo not given)	8	2	98	2	14	-1	104	3	-7
Cc1ccccc1-c1nnc(-c2ccccc2)o1	2	4	102	2	-11	1	103	20	0
CSc1nc2ccc(NC(=O)c3ccc(F)c(F)c3)cc2s1	-8	2	106	-1	7	-7	99	5	-3
Cn1cccc1/C=N/NC(=O)c1sc2ccccc2c1Cl	-3	2	x	x	-2	1	x	1	-6
Cc1ccc(N2OC3C(=O)NC(=O)C3C2c2ccco2)cc1 (stereo not given)	10	1	107	5	8	-8	109	5	-3
SMILES	PfM18AAP inh	IDE cell inh	MEKK3 PB1 HTS	MEKK2 mut-MEK5	SUMO HTRF inh	IDE cell activ	MEKK2 WT-MEK5	NALP1 yeast inh	p-CIP stab down
COc1ccc(C2N(C(=O)c3ccccc3)CCN2C(=O)c2ccccc2)cc1	0	8	93	-2	13	4	96	9	-8
CCOc1ccccc1NC(=O)Cn1c(-c2ccc(Cl)cc2)noc1=O	-1	6	88	-22	16	1	85	x	-9
Cc1ccc(-c2cc(C(F)F)n3ncc(C(=O)N4CCc5ccccc5C4)c3n2)cc1	0	5	105	6	14	2	101	-20	-6
FC(F)(F)c1ccc2c(c1)nc1n2CCCC1	-5	4	104	3	-5	-2	109	21	-5
CCOc1ccc(NC(=O)Nc2cc(C(C)C)c(O)cc2C)cc1	5	1	101	-3	-9	0	99	-25	-9
CC1CN(Cc2cc(=O)oc3cc(O)ccc23)CC(C)O1 (stereo not given)	6	6	101	7	26	4	100	26	-5
O=C(Nc1ccc(F)cc1)Nc1cc(OCC(F)(F)F)cc(OCC(F)(F)F)c1	6	4	99	16	-8	-3	137	22	5
CN(C)C(=O)c1cn(-c2ccccc2)nc1-c1cccs1	5	-9	98	5	14	-2	99	12	2
O=C(CSc1nccn1-c1ccccc1)c1ccc(Cl)cc1	2	0	x	x	17	-1	x	0	-13
COc1ccc(/C=N/Nc2nc(N3CCCC3)nc(N3CCCC3)n2)c(OC)c1OC	-1	6	100	1	-5	3	103	-3	-2
CC1(C)CC(=O)C(N=Nc2ccc(Br)cc2)=C(O)C1	0	5	98	2	1	x	97	-6	-6
CCN=C1NN=C(c2cc(C)n(Cc3ccco3)c2C)CS1	15	2	88	-3	31	1	95	7	-1
CC(C)c1ccc(NC2CCCN(C(=O)c3cscn3)C2)cc1 (stereo not given)	-2	x	102	1	13	5	103	10	-13
CCc1ccc(Nc2nc(N3CCOCC3)nc(N3CCOCC3)n2)cc1	-9	-1	93	0	10	6	99	8	-17
CCOC(=O)C(=O)N1CCC(C(=O)OC)CC1	1	0	103	5	3	2	106	8	-12
COc1ccc(/C=N/Nc2nc(-c3cccnc3)nc3ccccc23)cc1OC	9	-3	99	-4	12	4	101	-20	3
O=C(NC12CC3CC(CC(C3)C1)C2)c1ccc(-c2ccc(Cl)cc2)o1	0	3	101	0	-28	4	103	17	-2
CCc1nnc(NC(=O)c2ccc(S(=O)(=O)N3CCOCC3)cc2)s1	2	0	101	4	-4	-3	107	x	-7
Cc1cccc(NC(=O)Cn2cnc3ccccc3c2=O)c1C	-4	0	103	1	5	7	102	23	-21
O=S(Cc1ccccc1)CC(O)(c1ccc(Cl)cc1)c1ccc(Cl)cc1 (stereo not given)	3	4	95	-4	-34	0	97	6	-4
COc1ccc(C(=O)COC(=O)CCN2C(=O)C3C4CCC(C4)C3C2=O)cc1 (stereo not given)	-5	5	112	-2	6	1	103	-2	0
Cc1cc(C)c([N+](=O)[O-])cc1NCC(=O)N1CCN(c2ccccc2)CC1	7	22*	113	1	-7	-10	105	17	18
Cc1[nH]n(-c2ccc(Cl)cc2)c(=O)c1/C=N/c1nnc(-c2ccccc2)s1	-8	2	101	-2	25	4	96	-13	-3
O=C(c1ccco1)N1CCN(C(=O)C2(S(=O)(=O)c3ccc(Cl)cc3)CC2)CC1	-21	6	80	-8	0	0	86	18	-10
Cc1ccc(Cn2c(C)cc3c(c2=O)C(c2cccs2)C(C#N)=C(N)O3)cc1 (stereo not given)	5	3	97	1	22	4	96	2	6

One compound at a time (already shown):
Profile of `COc1ccc(C(=O)COC(=O)CCN2C(=O)C3C4CCC(C4)C3C2=O)cc1` (stereo not given) = PfM18AAP inh = -5; IDE cell inh = 5; MEKK3 PB1 HTS = 112; MEKK2 mut-MEK5 = -2; SUMO HTRF inh = 6; IDE cell activ = 1; MEKK2 WT-MEK5 = 103; NALP1 yeast inh = -2; p-CIP stab down = 0
Profile of `O=C(Nc1ccc(F)cc1)Nc1cc(OCC(F)(F)F)cc(OCC(F)(F)F)c1` = PfM18AAP inh = 6; IDE cell inh = 4; MEKK3 PB1 HTS = 99; MEKK2 mut-MEK5 = 16; SUMO HTRF inh = -8; IDE cell activ = -3; MEKK2 WT-MEK5 = 137; NALP1 yeast inh = 22; p-CIP stab down = 5

The list continues:
SMILES	PfM18AAP inh	IDE cell inh	MEKK3 PB1 HTS	MEKK2 mut-MEK5	SUMO HTRF inh	IDE cell activ	MEKK2 WT-MEK5	NALP1 yeast inh	p-CIP stab down
O=S(=O)(c1ccccc1)c1nc(-c2ccc(F)cc2)oc1N1CCOCC1	-10	-3	101	-3	22	5	98	-5	0
COCCNC(=O)C(C)N1c2cccc3cccc(c23)S1(=O)=O (stereo not given)	0	2	111	13	18	-3	113	2	-8
COc1ccc2[nH]c(=O)c(CN(CCCN3CCOCC3)C(=O)NCc3ccccc3)cc2c1	-7	0	104	6	16	3	102	-8	0
CCCNC(=O)N1c2ccccc2Sc2ccccc21	-9	-1	101	6	24	6	98	14	-9
CCNC(=O)CC1C(=O)N(c2ccc(C)cc2)C(=O)N1CCc1ccc(OC)c(OC)c1 (stereo not given)	4	2	108	2	9	5	103	3	-8
N#Cc1ccccc1OCc1nnc(-c2ccccc2Br)o1	-3	10	100	-5	-4	2	97	28	7
CC(C)c1ccc(CNc2ccc3c(c2)ncn3C)cc1	16	4	101	6	-11	1	112	12	3
CCOC(=O)C1CCN(C(=O)CCc2c(C)nc3ncnn3c2C)CC1	5	6	92	-4	-5	4	90	19	2
COc1ccccc1CNC(=O)c1csc2c1CCCC2	-8	-1	113	-1	-12	1	102	6	11
CCOC(=O)/C(C#N)=C/c1cc2ccccc2nc1N1CCOCC1	0	2	66*[inhibitor]	0	-11	-2	100	32	8
O=C(Cn1ccc2ccccc2c1=O)Nc1ccc2c(c1)OCO2	-9	2	99	3	0	-3	100	x	-5
CCc1ccccc1NC(=O)CSc1nc2ccccc2n1CC(=O)N1CCCC1	-4	3	108	1	-26	5	103	-14	-24
COc1ccc(C)cc1NC(=O)C1CCCN(S(=O)(=O)c2ccc(-n3cnnn3)cc2)C1 (stereo not given)	-4	3	101	-6	-13	6	97	-9	12

Part of the list above, bar-delimited:
smiles | PfM18AAP inh | IDE cell inh | MEKK3 PB1 HTS | MEKK2 mut-MEK5 | SUMO HTRF inh | IDE cell activ | MEKK2 WT-MEK5 | NALP1 yeast inh | p-CIP stab down
CCOc1cc(C2NC(=O)N(C)C(C)=C2C(=O)OC)cc(Br)c1O (stereo not given) | 0 | 1 | 107 | 1 | 10 | -4 | 104 | 12 | -18
CC(C)CNC(=S)NNC(=O)c1ccc(OC(F)F)cc1 | 4 | 1 | 104 | 5 | 0 | 3 | 109 | -27 | 0
CCOC(=O)c1cn(Cc2ccccc2)c(C(=O)OC(C)(C)C)c1O | x | 8 | 103 | 6 | x | 7 | 108 | x | x
CCCC(=O)c1ccc(-c2ccccc2)cc1 | -4 | -9 | 103 | 3 | 11 | 5 | 104 | 48 | -1
Cc1cc(C)n(/N=C\c2c(O)ccc3ccccc23)c(=O)c1C(N)=O | 6 | 5 | 105 | 5 | 3 | 8 | 108 | 22 | 3
COc1ccc(NC(=O)C2CCCN2c2nn3c(=O)cc(C)nc3s2)cc1 (stereo not given) | 8 | 2 | 98 | 2 | 14 | -1 | 104 | 3 | -7
Cc1ccccc1-c1nnc(-c2ccccc2)o1 | 2 | 4 | 102 | 2 | -11 | 1 | 103 | 20 | 0
CSc1nc2ccc(NC(=O)c3ccc(F)c(F)c3)cc2s1 | -8 | 2 | 106 | -1 | 7 | -7 | 99 | 5 | -3
Cn1cccc1/C=N/NC(=O)c1sc2ccccc2c1Cl | -3 | 2 | x | x | -2 | 1 | x | 1 | -6
Cc1ccc(N2OC3C(=O)NC(=O)C3C2c2ccco2)cc1 (stereo not given) | 10 | 1 | 107 | 5 | 8 | -8 | 109 | 5 | -3
COc1ccc(C2N(C(=O)c3ccccc3)CCN2C(=O)c2ccccc2)cc1 | 0 | 8 | 93 | -2 | 13 | 4 | 96 | 9 | -8
CCOc1ccccc1NC(=O)Cn1c(-c2ccc(Cl)cc2)noc1=O | -1 | 6 | 88 | -22 | 16 | 1 | 85 | x | -9
Cc1ccc(-c2cc(C(F)F)n3ncc(C(=O)N4CCc5ccccc5C4)c3n2)cc1 | 0 | 5 | 105 | 6 | 14 | 2 | 101 | -20 | -6
FC(F)(F)c1ccc2c(c1)nc1n2CCCC1 | -5 | 4 | 104 | 3 | -5 | -2 | 109 | 21 | -5
CCOc1ccc(NC(=O)Nc2cc(C(C)C)c(O)cc2C)cc1 | 5 | 1 | 101 | -3 | -9 | 0 | 99 | -25 | -9
